CASP6 VEID inh: blocks human caspase-6 cleavage activity. hit rate 0.53% among 350,000. AID 686996. P55212. purified caspase-6, Z-VEID-R110 cleavage fluorescence. inhibition, % at 12.5 µM;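 active = mean inhibition across replicates at least about 35%, with every replicate also reaching that limit, limit read from the data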;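 note: 0% = median of neutral control wells and 100% = no fluorescence left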
Target sequence (P55212 24-179 limits assumed): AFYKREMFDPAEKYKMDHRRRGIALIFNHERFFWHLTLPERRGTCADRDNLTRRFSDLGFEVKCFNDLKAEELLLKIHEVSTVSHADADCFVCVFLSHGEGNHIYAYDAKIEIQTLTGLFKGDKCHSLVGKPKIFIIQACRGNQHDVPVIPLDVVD
Target sequence (P55212 194-293 limits assumed): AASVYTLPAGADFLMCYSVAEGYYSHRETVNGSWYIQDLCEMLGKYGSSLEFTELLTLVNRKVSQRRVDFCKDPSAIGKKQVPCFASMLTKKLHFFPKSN
SIRT5 inh: inhibitors of human sirtuin-5 desuccinylase; Purified SirT5, succinyl-peptide AMC, trypsin-coupled fluorescence; hit rate 1.1% among 330,000; Q9NXA8; inhibition, % at 15 µM; in the data active = inhibition above about 15%
Target sequence (Q9NXA8 whole entry, looked up): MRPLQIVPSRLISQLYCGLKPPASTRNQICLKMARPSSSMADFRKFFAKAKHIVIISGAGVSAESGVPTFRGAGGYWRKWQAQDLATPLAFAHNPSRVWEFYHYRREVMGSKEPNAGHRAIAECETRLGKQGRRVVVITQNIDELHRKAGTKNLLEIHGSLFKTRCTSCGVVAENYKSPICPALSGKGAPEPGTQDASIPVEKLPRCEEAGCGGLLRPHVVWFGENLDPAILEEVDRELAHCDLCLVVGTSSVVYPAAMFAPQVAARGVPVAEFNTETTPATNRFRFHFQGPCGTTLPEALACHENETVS
esBAF inh: SWI/SNF esBAF complex inhibition. mouse ES cells, Bmi1-luciferase knock-in reporter, 24 h; 100% = twice the neutral-well signal. reporter increase, % at 12.5 µM. hit rate 2% among 350,000. AID 602393; in the data active = activation above about 40%;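 note: 0% = median of the plate's neutral control wells and 100% = double that signal; a rise in the Bmi1 reporter signal indicates esBAF inhibition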
Statin myotox sup: suppression of simvastatin myotoxicity; C2C12 myotubes + simvastatin, ATP luminescence, 48 h; scaled: DMSO 0, geranylgeraniol control 100; hit rate 0.78% among 330,000; rescue of ATP level, % at 7.49 µM; AID 602340;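 active = mean ATP rescue above about 67%, or every replicate alone reaching that limit, limit read from the data, passing the limit was not always enough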;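 note: myotubes were challenged with 10 µM simvastatin during compound exposure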
S100A4 inh HTS: blocks human S100A4 binding to myosin IIA peptide | P26447 | S100A4/TAMRA-MyoIIA peptide fluorescence polarization | AID 652163 | inhibition, % at 10.7 µM | hit rate 0.14% among 360,000;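 active = mean inhibition of at least 70% across replicates, with every replicate also reaching that level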
Target sequence (P26447 whole entry, looked up): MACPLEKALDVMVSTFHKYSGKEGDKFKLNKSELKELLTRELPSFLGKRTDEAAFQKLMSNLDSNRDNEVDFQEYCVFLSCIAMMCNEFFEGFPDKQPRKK
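Test system – S100A4 monomer (human) · Compound – single-point compound testing · Schedule – 5 min incubation before reading · Probe or stimulus – TAMRA-labelled myosin IIA heavy-chain peptide probe, 5 nM · Benchmarks – neutral control DMSO, positive control TFP · Medium – Calcium-containing HEPES buffer, pH 7.2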
LGR2 antag: inhibitors of bursicon-induced Drosophila LGR2 receptor cAMP signaling | HEK293 LGR2, CRE-luciferase, bursicon-stimulated, 4 h | inhibition, % at 9.99 µM | hit rate 0.35% among 380,000 | AID 720647;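 active = drop in luminescence signal, shown as inhibition above about 50% in the replicate tests, limit read from the data, passing the limit was not always enough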;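 note: agonist challenge used bursicon conditioned medium at about half maximal strength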
FN deposition inh: fibronectin deposition inhibition. AH1F fibroblasts, Alexa488-fibronectin deposition fluorescence, overnight. AID 743247. hit rate 0.086% among 350,000. inhibition, % at 12.6 µM;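 active = mean inhibition across replicates of 30% or more, regardless of how many single replicates reach that level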;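 note: positive control wells lacked labelled fibronectin entirely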
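Material: AH1F fibroblasts assembling fluorescent fibronectin matrix; amount: 10000 AH1F cells/well; medium: DMEM, 2% serum; reagent: Alexa488-fibronectin, 24 nM final in well; dosing: single compound dose, delivered by pin transfer; incubation: 1 h adhesion, overnight exposure; detection: fluorescence after three HBSS washes, excitation 485 nm, emission 525 nm; measure: fibronectin deposition inhibition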
The depositor's hits bear a star; x = not tested or not shown; & = joins results of further samples.

Keys: A = CASP6 VEID inh; B = SIRT5 inh; C = esBAF inh; D = Statin myotox sup; E = S100A4 inh HTS; F = LGR2 antag; G = FN deposition inh
Compound: CNC[C@@H]1OCCCC[C@H](C)Oc2ccc(NC(=O)Nc3ccc(OC)cc3)cc2C(=O)N([C@@H](C)CO)C[C@@H]1C
  A: -2	B: -1	C: -3	D: -7	E: -6	F: -22	G: 3

Compound: COC(=O)c1ccc(C(=O)N2CCCC(Nc3ccc(C(C)C)cc3)C2)cc1 (stereo not given)
  A: 2	B: 0	C: -2	D: 0	E: -4	F: 1	G: -13

Compound: CCN(C(=O)c1ccc2c(=O)n3c(nc2c1)CCCCC3)c1ccc(F)cc1
  A: 4	B: -3	C: 2	D: -3	E: 2	F: 6	G: -1

Compound: CC(C)NC(=O)Nc1ccc2c(c1)CC(=O)N([C@@H](C)CO)C[C@H](C)[C@@H](CN(C)C(=O)NC1CCCCC1)O2
  A: 2&-1	B: -7	C: 0&-3	D: -3&3	E: 9&-5	F: 8&-2	G: 0

Compound: C=CCOc1ccc(/C=N/NC(C)=O)cc1OCC
  A: 0	B: x	C: 0	D: 0	E: 6	F: 1	G: -5

Compound: NC(=O)CC(NC(=O)c1ccccc1)c1ccc(N2CCC(N3CCCC3)CC2)c([N+](=O)[O-])c1 (stereo not given)
  A: -6	B: 3	C: 3	D: -1	E: 6	F: -5	G: -1

Compound: COCc1cn(CC[C@@H]2CC[C@@H](NC(=O)Nc3ccccc3)[C@H](CO)O2)nn1
  A: -1	B: -2	C: 5	D: -6	E: 1	F: -2	G: x

Compound: COc1ccc(NC(=O)COC(=O)c2cc(C)oc2C)cc1OC
  A: -1	B: 5	C: -6	D: 1	E: -3	F: -2	G: 3

Compound: CSCCC(NC(=O)c1ccccc1Cl)C(=O)Nc1cccc(S(=O)(=O)N2CCCC2)c1 (stereo not given)
  A: 1	B: 2	C: -3	D: -1	E: -8	F: -16	G: 15

Compound: CNc1ncnc2c1ncn2[C@H]1CN(Cc2ccco2)C[C@@H](CO)O1
  A: -2	B: -1	C: -2	D: -1	E: 6	F: 2	G: 9

Compound: COc1ccc(/C=C2\CCC(C3CCCC3)C2=O)c(OC)c1OC (stereo not given)
  A: 2	B: -1	C: 31	D: 4	E: -4	F: -41	G: 16

Compound: O=C(NCC1CCCO1)C1c2ccccc2Oc2ccccc21 (stereo not given)
  A: -4	B: 13	C: x	D: x	E: -1	F: -10	G: -2

Compound: Cc1cc(C)c(C)c(S(=O)(=O)Nc2ccccc2C(=O)NN2CCOCC2)c1C
  A: 0	B: -4	C: 0	D: 7	E: -1	F: 4	G: -4

Compound: COC(=O)CSc1nnc(-c2ccc(S(=O)(=O)N3CCCCC3)cc2)o1
  A: x	B: x	C: -3	D: 7	E: x	F: x	G: -6

Compound: CC(C)Cc1nnc(N)s1
  A: 2	B: -3	C: x	D: x	E: -4	F: -26	G: -6

Compound: CC(C)NC(=O)N(C)C[C@H]1Oc2ncc(C3=CCCCC3)cc2C(=O)N([C@H](C)CO)C[C@H]1C
  A: -3	B: 1	C: -3	D: -99	E: 0	F: 9	G: 6

Compound: CCCC#Cc1ccc([C@H]2[C@@H](CO)N3CCCCN(Cc4cccnc4)C[C@H]23)cc1
  A: x	B: x	C: 0	D: -6	E: x	F: 0	G: x

Compound: CCOC(=O)[C@H]1[C@H]2COc3ccc(Br)cc3[C@H]2N2C(=O)CN(CCc3c[nH]c4ccccc34)C(=O)[C@@]12C
  A: 4	B: -1	C: 3	D: -1	E: -2	F: 5	G: -25

Compound: O=C1CC(N2CCN(c3ccccc3Cl)CC2)C(=O)N1c1ccc(F)cc1 (stereo not given)
  A: x	B: x	C: -5	D: -6	E: x	F: -7	G: -2

Compound: CCC(=O)N(C)C[C@@H]1Oc2ncc(-c3ccccc3C)cc2C(=O)N([C@@H](C)CO)C[C@H]1C
  A: 0	B: 0	C: -5	D: 29	E: -16	F: 8	G: -3

Compound: CCOC(=O)c1c(NC(=O)CSc2cn(CC)c3ccccc23)sc2c1CCC2
  A: -1	B: -3	C: -11	D: 16	E: -1	F: 15	G: 2

Compound: CCOC(=O)C1=C(C)N(CCCC(=O)O)C(=O)NC1c1ccc(Cl)cc1Cl (stereo not given)
  A: -2	B: -3	C: 9	D: 19	E: 4	F: -20	G: -8

Compound: COc1ccc(NC(=O)CCN2C(=O)C3C4C=CC(C4)C3C2=O)cc1 (stereo not given)
  A: 1	B: -4	C: 2	D: 1	E: -7	F: 16	G: x

Compound: Cc1ccc(CN2CCN(Cc3ccc4c(c3)OCCO4)CC2CCO)cc1 (stereo not given)
  A: -2	B: -6	C: x	D: x	E: -17	F: -17	G: 3

Compound: Cc1ccc2oc(=O)c3cc(C(=O)NCCN4CCc5ccccc5C4)sc3c2c1
  A: -5	B: x	C: -1	D: -9	E: -6	F: 22	G: 4

Single records, as listed above. Screens in order: CASP6 VEID inh, SIRT5 inh, esBAF inh, Statin myotox sup, S100A4 inh HTS, LGR2 antag, FN deposition inh
CNC[C@@H]1OCCCC[C@H](C)Oc2ccc(NC(=O)Nc3ccc(OC)cc3)cc2C(=O)N([C@@H](C)CO)C[C@@H]1C is entered as -2, -1, -3, -7, -6, -22, 3
CCOC(=O)c1c(NC(=O)CSc2cn(CC)c3ccccc23)sc2c1CCC2 is entered as -1, -3, -11, 16, -1, 15, 2

Next structures.
Keys: A = CASP6 VEID inh; B = SIRT5 inh; C = esBAF inh; D = Statin myotox sup; E = S100A4 inh HTS; F = LGR2 antag; G = FN deposition inh
Compound: CC(C)(C)c1ccc(OCc2cnc(Cl)s2)cc1
  A: 2	B: -2	C: x	D: x	E: 4	F: -74	G: -1

Compound: Clc1cc(Cl)cc(C2=NC(Cc3ccccc3)CO2)c1 (stereo not given)
  A: -1	B: x	C: 1	D: 2	E: -5	F: -14	G: -1

Compound: O=C(Cc1cccs1)Nc1ccc(F)cc1
  A: 2	B: 0	C: 6	D: 0	E: -3	F: 16	G: 9

Compound: CN(CCOc1ccc(Cl)cc1)CC(=O)Nc1ccc(OC(F)F)cc1
  A: 4	B: -3	C: 1	D: -2	E: 1	F: 7	G: -5

Compound: N#Cc1ccc(OCC(=O)Nc2cc(S(=O)(=O)N3CCOCC3)ccc2N2CCOCC2)cc1
  A: -5	B: -2	C: x	D: x	E: -13	F: 5	G: 10

Compound: Cn1c(CC(=O)Nc2ccccc2)n[nH]c1=S
  A: 5	B: -7	C: 1	D: 3	E: 2	F: 2	G: -7

Compound: O=C(O)/C=C/C(=O)Nc1ccc(-n2nccc2C(F)(F)F)cc1
  A: -1	B: -2	C: x	D: x	E: 0	F: -13	G: -12

Compound: Cc1cc(C)cc(OCC(=O)OCC(=O)N2CC(=O)Nc3ccccc32)c1
  A: -3	B: -2	C: x	D: x	E: -8	F: 3	G: -2

Compound: CO[C@H]1CN(C)C(=O)c2ccc(NC(=O)c3cnccn3)cc2OC[C@H](C)N(C(C)=O)C[C@H]1C
  A: 1	B: -18	C: -4	D: 3	E: 2	F: 2	G: 3

Compound: CC(C)NC(=O)Nc1ccc2c(c1)C(=O)N([C@@H](C)CO)C[C@H](C)[C@H](CN(C)C(=O)Nc1cccc3ccccc13)O2
  A: 4	B: -2	C: -7	D: 23	E: 0	F: 3	G: x

Compound: O=C(C[C@H]1CC[C@H]2[C@@H](COC[C@H](O)CN2C(=O)c2ccccc2F)O1)NCc1ccc(Cl)cc1
  A: -3	B: 0	C: 0	D: -2	E: -74	F: 8	G: -9

Compound: C[C@H](CO)N1C[C@H](C)[C@H](CN(C)C(=O)Nc2cccc3ccccc23)Oc2ccc(NC(=O)Nc3ccc4c(c3)OCO4)cc2C1=O
  A: -1	B: 7	C: 0	D: -38	E: 3	F: 6	G: x

Compound: CC1(C(=O)NS(=O)(=O)c2ccc(Cl)cc2)CCN1C(=O)C1(c2ccccc2)CCCC1 (stereo not given)
  A: 2	B: -1	C: 1	D: -25	E: 1	F: 5	G: -7

Compound: Cc1cc(NC(=O)c2sccc2C)n(-c2nc3ccccc3[nH]2)n1
  A: -4	B: -3	C: 2	D: 1	E: 6	F: -4	G: 4

Compound: Cc1ccc2nc(SCC(=O)NCc3cccs3)[nH]c2c1
  A: -4	B: -2	C: x	D: x	E: -4	F: -25	G: 3

Compound: Cc1ccc(Cc2cnc(NC(=O)/C(C#N)=C/c3ccc(-c4ccc([N+](=O)[O-])cc4)o3)s2)cc1
  A: -2	B: -5	C: x	D: x	E: -10	F: -5	G: 5

Compound: CCC(=O)N1C[C@H](C)[C@H](OC)CN(C)C(=O)c2cc(NC(=O)Nc3ccc(Cl)cc3)ccc2OC[C@@H]1C
  A: x	B: 0	C: 11	D: -13	E: -18	F: 4	G: 2

Compound: CC(C)NC(=O)c1ccc(N2CCOCC2)nc1
  A: x	B: x	C: 2	D: -9	E: x	F: x	G: 1

Compound: Nc1c(-c2cccs2)cnn1-c1nc(-c2ccc(Cl)cc2Cl)cs1
  A: x	B: x	C: -3	D: -6	E: x	F: x	G: -13

Compound: C[C@@H]1CN([C@@H](C)CO)C(=O)c2cc(NC(=O)Nc3ccc(C(F)(F)F)cc3)ccc2O[C@H]1CN(C)Cc1ccc(Oc2ccccc2)cc1
  A: -1	B: 11	C: 0	D: -95	E: -9	F: -5	G: x

Compound: CCn1c(SCC(=O)N/N=C/c2ccncc2)nc2ccccc21
  A: 0	B: -2	C: x	D: x	E: -21	F: 7	G: -6

Compound: CC1C(=O)N(Cc2cccc(F)c2)c2ccccc2N1C(=O)c1ccccc1 (stereo not given)
  A: 3	B: -4	C: -8	D: 7	E: -10	F: 7	G: -4

Compound: O=C(CCSCCC(=O)NN=Cc1ccc(F)cc1)NN=Cc1ccc(F)cc1
  A: -2	B: x	C: -1	D: 0	E: -2	F: 1	G: -2

Compound: CCC(=O)c1ccc(OCC(=O)NCC2(N3CCCCC3)CCCCC2)cc1
  A: -4	B: -1	C: -10	D: -2	E: -12	F: 1	G: 5

Compound: O=C(Nc1cccc([N+](=O)[O-])c1)C(=O)N1CCCCC1
  A: 1	B: -2	C: x	D: x	E: 1	F: -50	G: x

(next part)
Keys: A = CASP6 VEID inh; B = SIRT5 inh; C = esBAF inh; D = Statin myotox sup; E = S100A4 inh HTS; F = LGR2 antag; G = FN deposition inh
Compound: Cc1ccc(Cl)c(OCCN2CCc3ccccc3C2)c1
  A: 0	B: -6	C: -14	D: 2	E: -17	F: 7	G: 4

Compound: CCOC(=O)c1ccc(NC(=S)N2CCN(CCN=CC3=C(O)CC(C)(C)CC3=O)CC2)cc1
  A: -2	B: 5	C: x	D: x	E: -1	F: 8	G: -5

Compound: CN1C(=O)CSc2ccc(NC(=O)N3CCOCC3)cc21
  A: 0	B: -13	C: -3	D: -27	E: -2	F: 8	G: x

Compound: O=C(c1cccnc1NCc1ccccc1)N1CCOCC1
  A: x	B: x	C: -10	D: -4	E: x	F: x	G: 2

Compound: COCCNc1nnc(SCC(=O)NC(=O)c2ccccc2)s1
  A: 0	B: -5	C: -5	D: -2	E: 0	F: -10	G: -2

Compound: COc1cccc(CNC(=O)CCC2CCCN(Cc3cc(Cl)ccc3O)C2)c1 (stereo not given)
  A: -1	B: -3	C: 4	D: 0	E: 0	F: 2	G: -5

Compound: C[C@H](NC(=O)c1ncn2c1C(=O)NC[C@H]2C)c1ccccc1
  A: -1	B: -4	C: 3	D: 14	E: 1	F: 36	G: 10

Compound: CCCNC(=O)N[C@@H]1CC[C@H](CC(=O)NCCc2ccccc2)O[C@@H]1CO
  A: -1	B: 0	C: -2	D: 4	E: -4	F: 21	G: 4

A different layout for some results above.
| smiles | CASP6 VEID inh | SIRT5 inh | esBAF inh | Statin myotox sup | S100A4 inh HTS | LGR2 antag | FN deposition inh |
| --- | --- | --- | --- | --- | --- | --- | --- |
| CC(C)NC(=O)Nc1ccc2c(c1)C(=O)N([C@@H](C)CO)C[C@H](C)[C@H](CN(C)C(=O)Nc1cccc3ccccc13)O2 | 4 | -2 | -7 | 23 | 0 | 3 | x |
| CC(C)NC(=O)N(C)C[C@H]1Oc2ncc(C3=CCCCC3)cc2C(=O)N([C@H](C)CO)C[C@H]1C | -3 | 1 | -3 | -99 | 0 | 9 | 6 |

Not all compounds are listed. The share of hits here may be higher or lower than overall.
